# Source: PubChem BioAssay (Broad Institute)
# INS-1E GSIS act: GLuc luminescence reporter in INS-1E cells, primary screen for activators of glucose-dependent secretion of insulin | AID 743287, 2014 | INS-1E GLuc reporter insulin secretion, 2-3 h | actives 0.61% (n = 370,000) | activation, % at 16.6 µM;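 active means lowest replicate activation of at least 40%, so every replicate reaches that level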;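 further: 0% = median of neutral control wells and 100% = median of IBMX positive control wells; some compounds called inactive have numbers as strong as hits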
# DENV2 CPE rescue: inhibitors of DENV2 cytopathic effect, primary screen, cell-based, plate reader, single concentration; CPE inhibition, % at 9.99 µM; AID 651640, 2012; DENV2-infected cells, cytopathic effect rescue; actives 1.7% (n = 350,000); in the data active means CPE inhibition above about 20%, passing the limit was not always enough; inconclusive means no clear call, values can overlap the other calls; tested in BHK-21 cells;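 further: 0% = median of neutral control wells and 100% = median of positive control wells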
# CASP6 VEID inh: human caspase-6 inhibitors, primary screen, biochemical, VEID-R110 fluorescence, single point, set 2; P55212; purified caspase-6, Z-VEID-R110 cleavage fluorescence; inhibition, % at 12.5 µM; actives 0.53% (n = 350,000); AID 686996, 2013;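 active means mean inhibition across replicates at least about 35%, with every replicate also reaching that limit, limit read from the data; inconclusive means only one of the two criteria met; inactive means neither criterion met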;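 further: 0% = median of neutral control wells and 100% = no fluorescence left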
# Target sequence (P55212 24-179 limits assumed): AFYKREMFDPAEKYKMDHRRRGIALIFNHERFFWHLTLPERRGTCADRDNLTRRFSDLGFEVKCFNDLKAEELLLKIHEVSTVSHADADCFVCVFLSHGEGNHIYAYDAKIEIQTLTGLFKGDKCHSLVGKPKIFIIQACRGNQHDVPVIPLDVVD
# Target sequence (P55212 194-293 limits assumed): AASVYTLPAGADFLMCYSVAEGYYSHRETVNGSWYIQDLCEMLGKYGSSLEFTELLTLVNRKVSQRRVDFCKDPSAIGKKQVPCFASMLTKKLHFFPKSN
# CFTR F508del cor: F508del CFTR correction, initial screen, CFBE line, single point. actives 0.36% (n = 350,000). activity (quench increase), % at 7.58 µM. CFBE cells, YFP halide quenching; stimulated with forskolin plus potentiator P3; % fluorescence drop versus neutral controls;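 active means mean added fluorescence quench of at least 8% versus neutral control, with both replicates also reaching 8%; inconclusive means only one of the mean or replicate conditions met; inactive means mean below 8% and not both replicates reaching 8%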;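 further: cells transiently co-express mutant CFTR-F508del with the halide-sensitive YFP; corrector assay measuring rescue of mutant channel to the surface after 24 h compound exposure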
# Xi reactivation: activators of inactive X chromosome reactivation, primary screen, imaging, XiGFP fibroblasts, GFP high-content imaging, set 2 | XiGFP mouse fibroblasts, % GFP-positive cells imaging, 3 d; cells co-treated with 5-aza-dC sensitizer; scaled so ellipticine positive control = 100% | activation, % at 7.58 µM | actives 0.055% (n = 360,000) | AID 743238, 2013;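 active means mean normalized replicate activation at least 10% and every replicate at or above 10%; inconclusive means only one of the two criteria met; inactive means mean below 10% and not all replicates reach 10%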;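 further: 0% = median of on-plate neutral control wells and 100% = ellipticine 6 µM median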
#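 assay system = SV40-immortalized XiGFP fibroblast cells, line 68-5-11 | buffer or medium = DMEM plus 5-aza-dC sensitizer | doses = single-point pinned compound dosing | times = 3-day compound exposure, then 15 min fixation at room temperature | benchmarks = positive control ellipticine, 6 µM final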
# RAD52 inh: RAD52 DNA annealing inhibitors, primary screen, biochemical, FRET, single point, set 2 | actives 0.46% (n = 360,000) | recombinant RAD52 DNA annealing, FRET fluorescence | inhibition, % at 18.7 µM | AID 651710, 2012 | DNA repair protein RAD52 homolog (Homo sapiens), P43351;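 active means every replicate showing at least 50% inhibition; inconclusive means mean inhibition at least 50% but not in every replicate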
# E-selectin induc: E-selectin induction in HUVECs, primary screen, imaging, HUVEC, immunofluorescence imaging, single point. normalized: neutral wells 0, TNF-alpha wells 100. activation, % at 7.58 µM. actives 0.37% (n = 260,000);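 active means mean E-selectin-positive cell signal at least 10% of the positive control, reached in at least 60% of replicates, without over 20% cell loss; inconclusive means no rule given, readout overlaps actives, possibly toxicity-flagged; inactive means the rest, including those meeting only one limit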;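 further: in these data hits start at about 27%; measured in HUVEC primary endothelial cells; signal is the percent of cells scored E-selectin positive by PE staining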
#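 Test system: HUVEC; input: 3,000 HUVEC/well; measured by: immunofluorescence imaging; read-out: % PE-positive cells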
# RAD54 branch: inhibitors of human RAD54 branch migration, primary screen, biochemical, fluorescence, single point. RAD54 Holliday junction branch migration, FAM/BHQ fluorescence. AID 602329, 2012. actives 0.14% (n = 360,000). inhibition, % at 10.4 µM. DNA repair and recombination protein RAD54-like (Homo sapiens), Q92698;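 active means mean normalized replicate activity at least 40 and at least half of replicates scoring 40 or more; inconclusive means only one of the two criteria met; inactive means mean below 40 and under half of replicates reaching 40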;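 further: 0% = median of neutral control wells and 100% = median of positive control wells; inhibitors cause a drop in the FAM fluorescence signal; in these data hits start at about 50%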
# Target sequence (Q92698 whole entry, looked up): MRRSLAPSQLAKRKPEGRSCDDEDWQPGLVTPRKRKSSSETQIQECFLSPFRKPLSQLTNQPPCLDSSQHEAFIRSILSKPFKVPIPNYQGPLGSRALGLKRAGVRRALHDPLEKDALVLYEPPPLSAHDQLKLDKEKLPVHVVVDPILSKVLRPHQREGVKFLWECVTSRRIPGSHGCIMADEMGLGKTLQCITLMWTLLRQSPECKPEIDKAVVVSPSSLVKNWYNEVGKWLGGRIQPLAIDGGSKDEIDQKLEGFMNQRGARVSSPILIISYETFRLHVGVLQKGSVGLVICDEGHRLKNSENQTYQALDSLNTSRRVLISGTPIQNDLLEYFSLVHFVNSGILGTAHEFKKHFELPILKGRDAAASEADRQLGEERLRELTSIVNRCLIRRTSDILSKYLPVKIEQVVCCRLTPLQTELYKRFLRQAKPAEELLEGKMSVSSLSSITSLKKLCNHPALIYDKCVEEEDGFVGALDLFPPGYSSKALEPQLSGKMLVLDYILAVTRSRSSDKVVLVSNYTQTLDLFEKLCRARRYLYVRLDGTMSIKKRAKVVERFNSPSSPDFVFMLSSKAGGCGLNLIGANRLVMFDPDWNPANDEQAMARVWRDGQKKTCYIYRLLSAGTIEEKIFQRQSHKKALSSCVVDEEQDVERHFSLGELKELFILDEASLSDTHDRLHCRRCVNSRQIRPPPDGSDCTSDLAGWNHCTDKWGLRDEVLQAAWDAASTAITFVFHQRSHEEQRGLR
# An asterisk follows results filed as active; ? = inconclusive; . = no result given; & = joins results of further samples.
SMILES,INS-1E GSIS act,DENV2 CPE rescue,CASP6 VEID inh,CFTR F508del cor,Xi reactivation,RAD52 inh,E-selectin induc,RAD54 branch
O=C(Nc1cccc2cccnc12)c1ccc(Cl)cc1,10,-9,1,0.0,-0.1,13,.,-4
Cc1ccc(S(=O)(=O)N(C)C[C@@H]2OCCCC[C@@H](C)Oc3ccc(NC(=O)CCC(F)(F)F)cc3C(=O)N([C@@H](C)CO)C[C@H]2C)cc1,-24,2,1,2.7,0.3,-15,.,4
Cc1ccc(S(=O)(=O)Nc2cccc3c2O[C@@H](CN(C)Cc2ccc4c(c2)OCO4)[C@H](C)CN([C@@H](C)CO)C3=O)cc1,6,-9,1,-3.9,-0.4,-3,0.3,4
C/C(=N\OC(=O)Nc1ccccc1)c1ccc(C)cc1,.,?,0,-1.4,0.2,-19,7.3,.
Cc1cccc(CN2CCN(C3CN(Cc4cn(Cc5ccccc5C(F)(F)F)nn4)S(=O)(=O)C3)CC2)c1 (centres undefined),-15,-5,-4,-1.2,0.0,-9,0.0,0
O=c1c2c(O)cc(O)cc2oc2c(O)ccc(O[C@H]3O[C@@H](CO)[C@H](O)[C@@H](O)[C@@H]3O)c12,-5,-11,7,0.1,0.1,-1,0.1,13
C[C@@H](NC(=O)[C@@H]1N[C@@H]2c3ccc(-c4ccncc4)c(=O)n3C[C@@H]2[C@H]1CO)c1ccccc1,21,9,-1,-1.0,0.2,-25,-0.8,6
O=C(COC(=O)c1ccccc1SCC(=O)N1CCCC1)Nc1ccccc1OC(F)F,-18,11,3,0.5,-0.1,-6,0.7,-9
CCCCn1c(N)c(N(CCC(C)C)C(=O)c2cc(S(=O)(=O)N3CCOCC3)ccc2F)c(=O)[nH]c1=O,3,13,-4,-1.0,-0.1,-3,0.2,4
CO[C@@H]1CN(C)C(=O)c2ccc(NC(C)=O)cc2OC[C@H](C)N(Cc2ccccn2)C[C@@H]1C,10,8,0,-0.4,0.5,1,-0.2,6
CCOC(=O)c1cc(C)sc1NC(=O)CSc1nccn1C,32,-8,-1,-0.1,0.0,-2,-0.5,3
C[C@@H]1CCCCO[C@@H](CN(C)S(=O)(=O)c2cn(C)cn2)[C@@H](C)CN([C@@H](C)CO)C(=O)c2cc(NC(=O)Nc3ccc(C(F)(F)F)cc3)ccc2O1,-2,?,.,-7.0,-1.0,.,0.5,2
CCOCCCNC(=O)C(c1ccc(Cl)cc1)N(Cc1ccc2c(c1)OCO2)C(=O)CNC(C)=O (centres undefined),5,4,-1,7.5,-0.1,-8,.,.
COc1ccc(S(=O)(=O)Nc2ccc3c(c2)C(=O)N([C@@H](C)CO)C[C@H](C)[C@H](CN(C)C(=O)c2ccncc2)OCCCC[C@@H](C)O3)cc1,0,9,2,-0.3,0.1,3,0.3,10
COc1ccccc1CNC(=O)N1CCN(S(=O)(=O)c2ccc(C)cc2)CC1,7,2,-3,-1.3,0.1,-11,0.3,-4
COc1ccc(S(=O)(=O)N(C)C[C@@H]2Oc3ccc(NC(=O)Nc4cccc5ccccc45)cc3C(=O)N([C@@H](C)CO)C[C@H]2C)cc1,17,.,.,3.0,0.5,.,0.1,.
COc1ccc([C@H]2CC(=O)C=C(c3cccc4c3Oc3ccccc3S4)C2)cc1OC,18,4,1,0.6,0.1,-2,0.5,-2
Cc1noc(C)c1NC(=O)N(C)C[C@H]1Oc2ccc(NC(=O)NC3CCCCC3)cc2CC(=O)N([C@@H](C)CO)C[C@H]1C,8,-5,2,1.1,0.4,9,-0.2,3
O=C(Nc1cccnc1Cl)c1ccc(Cl)cc1,13,-4,1,2.1,0.0,-14,.,6
Cc1ccc(NC(=O)CSc2ncccn2)cc1S(=O)(=O)N1CCCCC1,-28,-5,4,0.8,0.2,-2,0.0,.
COC(=O)[C@H](Cc1ccccc1)N1CC(N2CCCC2)CS1(=O)=O (some centres undefined),-1,?,-4,-0.7,0.0,-6,0.4,.
COc1cc2c(cc1OC)C(c1ccccc1C)CC(=O)N2 (centres undefined),8,3,0,1.0,0.1,-3,0.0,7
Cc1ccc(C)c(S(=O)(=O)Nc2ccc(C(=O)N3CCC3)cc2)c1,43*,18,-3,2.0,-0.1,-7,-0.1,1
C[C@H]1CN([C@@H](C)CO)C(=O)CCCn2nncc2CO[C@H]1CN(C)C(=O)Nc1ccc2c(c1)OCO2,10&25,?,-6&-1,-3.2&-0.2,0.3&0.0,-7&-1,-0.2&0.1,-15&-5
N#C[C@H]1[C@H](c2ccccc2-c2ccccc2F)[C@H](CO)N1C(=O)C1CC1,-2,10,3,2.3,0.1,-2,0.0,.
O=C1[C@@H]2Cc3c([nH]c4ccccc34)CN2C(=O)CN1CCCCCO,1,0,1,2.8,0.2,-13,0.0,-1
Cc1noc(C)c1S(=O)(=O)Nc1ccc2c(c1)CC(=O)N([C@@H](C)CO)C[C@@H](C)[C@H](CN(C)S(=O)(=O)c1ccc(F)cc1)O2,25,-6,.,3.9,-0.9,14,0.1,-6
CCC(=O)N(C)C[C@H]1Oc2cc(Br)ccc2S(=O)(=O)N([C@H](C)CO)C[C@@H]1C,8,12,2,-2.5,-0.8,9,0.0,-12
CN1CCN(C2CN(Cc3cn(Cc4ccccc4C(F)(F)F)nn3)S(=O)(=O)C2)CC1 (centres undefined),.,-6,5,0.3,0.0,-13,-0.1,-5
O=C(Cc1ccncc1)NCC[C@H]1CC[C@@H](NC(=O)C2CCCCC2)[C@@H](CO)O1,-7,?,0,-1.3,0.4,-25,-0.2,-7
C[C@@H]1CN([C@@H](C)CO)C(=O)Cc2cc(NS(=O)(=O)c3cccs3)ccc2O[C@@H]1CN(C)CC1CCCCC1,-5,-9,2,1.0,0.2,-2,0.0,-4
O=C(NNS(=O)(=O)c1ccc(C(F)(F)F)cc1)c1cnn(-c2ccccc2)c1C(F)(F)F,-13,6,2,-0.3,0.0,-8,2.1,.
CCOC(=O)/C(C#N)=C/c1ccc(OC(=O)c2ccccn2)cc1,-10,4,3,.,0.0,-37,.,3
CCCCCCCCCC(=O)N[C@H](CN1CCOCC1)[C@H](O)c1ccccc1,-23,0,4,-2.0,0.0,6,-0.3,2
COc1cc(NC(=O)N2CCc3nc(Nc4cc(Cl)cc(Cl)c4)ncc3C2)cc(OC)c1OC,3,47*,3,1.6,0.2,-7,0.4,-6
Cc1ccc(OCC(=O)Nc2cccc(S(=O)(=O)N3CCCCCC3)c2)c([N+](=O)[O-])n1,-32,-2,4,-2.9,0.0,6,0.0,.
C[C@@H]1CCCCO[C@@H](CN(C)Cc2ccc(Cl)c(Cl)c2)[C@@H](C)CN([C@@H](C)CO)C(=O)c2cc(NC(=O)Nc3cccc4ccccc34)ccc2O1,10,-6,-2,1.7,-0.9,-9,0.1,4
O=C(C[C@H]1C=C[C@H](NC(=O)Nc2ccc(F)cc2)[C@@H](CO)O1)NCc1ccccn1,-6,1,1,-0.9,-0.5,-4,-0.2,-10
C[C@@H]1CCCCO[C@@H](CN(C)C(=O)Nc2cccc3ccccc23)[C@H](C)CN([C@@H](C)CO)C(=O)c2cc(NC(=O)c3ccncc3)ccc2O1,-6,-4,3,1.0,-0.4,-11,0.0,6
O=C(Cc1ccccc1F)Nc1ccc(S(=O)(=O)N2CCCC2)cc1,3,?,-5,-5.2,0.3,4,-0.2,-12
C[C@@H]1CN([C@H](C)CO)C(=O)c2cccc(NC(=O)Nc3ccc(C(F)(F)F)cc3)c2O[C@H]1CN(C)Cc1ccc(Oc2ccccc2)cc1,9,-2,-2,0.2,-0.8,-4,.,7
C[C@H](CO)N1C[C@H](C)[C@@H](CN(C)Cc2ccc(F)cc2)Oc2ncc(-c3ccc(F)cc3)cc2C1=O,0,.,.,-0.2,-1.2,.,0.1,.
Cc1ccc(S(=O)(=O)N[C@H](C(=O)N2CCC(C(=O)N[C@@H](CCC(N)=O)C(=O)O)CC2)C(C)C)cc1,.,-14,1,0.3,.,-6,.,-8
COCC(=O)N1[C@@H](CO)[C@@H](c2ccccc2)C12CN(C(=O)NC1CCCC1)C2,19,-3,0,-0.7,0.3,-1,-0.1,.
Cc1noc(C)c1S(=O)(=O)Nc1ccc2c(c1)C(=O)N([C@@H](C)CO)C[C@@H](C)[C@H](CN(C)S(=O)(=O)c1cccs1)OCCCC[C@@H](C)O2,-15,0,.,0.9,0.0,.,.,-6
Cc1ccc(S(=O)(=O)N2CCCCC2C(=O)Nc2nncs2)cc1 (centres undefined),7,-9,7,2.6,0.0,-16,.,-5
CCN(CC)CC(O)Cn1c(-c2ccccc2Cl)nc2ccccc21 (centres undefined),-6,6,-14,0.0,0.3,-5,0.1,-2
Cc1nc(-c2ccccc2)sc1C(=O)Nc1ccc(S(N)(=O)=O)cc1,.,4,2,5.1,0.0,-9,1.3,9
Cc1ccc(S(=O)(=O)Nc2ccc3c(c2)CC(=O)N([C@H](C)CO)C[C@H](C)[C@@H](CN(C)C(=O)Nc2ccc(C(F)(F)F)cc2)O3)cc1,-4,20,-4,-0.9,-0.1,-16,0.0,5
CCc1nc2ccccc2c(C(=O)OCC(=O)Nc2cccc(S(=O)(=O)NC3=NCCCCC3)c2)c1C,9,7,1,-0.5,0.0,-35,-6.7,.
CCc1ccc(N/C(N)=N/c2nc(CSc3ccccn3)cc(=O)[nH]2)cc1,-26,.,3,-0.8,0.0,-28,.,8
COc1ccc(C[C@@H]2CCc3cnnn3COC[C@H](Cc3ccccc3)NC2=O)cc1,8,9,5,.,0.3,-13,-0.2,.
CN(CC(=O)NCc1ccc(F)cc1)Cc1cccc(Cl)c1,-28,-4,4,-1.1,0.4,-4,4.4,14
CCCNC(=O)[C@@H]1[C@@H](CO)[C@@H]2Cn3c(cccc3=O)[C@H]1N2Cc1cc(F)ccc1F,3,13,3,-0.1,0.5,8,0.0,-18
CCN(CCCNc1cc2c(c(N)c1S(=O)(=O)O)C(=O)c1ccccc1C2=O)c1ccccc1,-12,?,15,1.6,0.3,-52,0.8,-3
COc1ccc(NC(=O)COC(=O)CCOc2ccccc2C)cc1Cl,-3,1,2,-0.4,-0.1,-14,-0.3,.
CC(C)C[C@H](NC(=O)c1[nH]cnc1C(=O)N[C@@H](C)C(=O)OC(C)(C)C)C(=O)OCc1ccccc1,-15,.,.,-0.7,0.1,.,0.6,-1
CCNC(=O)Nc1ccc2c(c1)C(=O)N(C)[C@@H]1CC[C@@H](CC(=O)NCc3ccc(F)cc3)O[C@H]1CO2,13,1,2,2.5,0.2,-3,0.1,-30
CCC1(c2ccccc2)NC(=O)N(CC(=O)NNC(=O)c2ccoc2C)C1=O (centres undefined),32,5,3,-1.5,0.0,-14,1.7,.
N#Cc1cccnc1N1CCN(C(=O)c2cccc3c2C(=O)c2ccc(Cl)cc2S3(=O)=O)CC1,-9,-1,0,-4.6,0.0,-10,1.7,-5
